EPAC1 ag: qHTS for Agonist of cAMP-regulated guanine nucleotide exchange factor 3 (EPAC1): primary screen | Rap guanine nucleotide exchange factor 3 (Homo sapiens), O95398 | EPAC1 agonist qHTS, biochemical assay; response scale: 100% = response to 6.5 mM cAMP | Potency, µM (doses to about 154 µM), for inactives: at the top dose activation, hits mostly activators | 360,000 compounds, 0.073% hits | AID 720707, 2013; also: potency is read from the fitted curve at half-maximal effect; nearly all actives have a fitted effect of over 60% in size
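Nucleotide exchange by EPAC1 (100 nM) on Rap1B–BODIPY-GDP (250 nM) in the presence of 50 uM GDP is tracked fluorescently at 480/540 nm over 30 min. Signals are normalized to a 6.5 mM cAMP control.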
PLK1 PBD block: qHTS for Inhibitors of PLK1-PDB (polo-like kinase 1 - polo-box domain): Primary Screen; Potency, µM, inactives show max response, negative = inhibition, hits mostly inhibitors; 360,000 compounds, 2.8% hits; AID 720504, 2013; Plk1 PBD binding of FITC phosphopeptide, fluorescence polarization; also: potency is read from the fitted curve at half-maximal effect; series mostly up to about 57 µM; % is scaled to controls: 0 for no effect and ±100 for the full control effect; nearly all actives have a fitted effect of over 65% in size
Target sequence (P53350 whole entry, looked up, the tested form may be a part): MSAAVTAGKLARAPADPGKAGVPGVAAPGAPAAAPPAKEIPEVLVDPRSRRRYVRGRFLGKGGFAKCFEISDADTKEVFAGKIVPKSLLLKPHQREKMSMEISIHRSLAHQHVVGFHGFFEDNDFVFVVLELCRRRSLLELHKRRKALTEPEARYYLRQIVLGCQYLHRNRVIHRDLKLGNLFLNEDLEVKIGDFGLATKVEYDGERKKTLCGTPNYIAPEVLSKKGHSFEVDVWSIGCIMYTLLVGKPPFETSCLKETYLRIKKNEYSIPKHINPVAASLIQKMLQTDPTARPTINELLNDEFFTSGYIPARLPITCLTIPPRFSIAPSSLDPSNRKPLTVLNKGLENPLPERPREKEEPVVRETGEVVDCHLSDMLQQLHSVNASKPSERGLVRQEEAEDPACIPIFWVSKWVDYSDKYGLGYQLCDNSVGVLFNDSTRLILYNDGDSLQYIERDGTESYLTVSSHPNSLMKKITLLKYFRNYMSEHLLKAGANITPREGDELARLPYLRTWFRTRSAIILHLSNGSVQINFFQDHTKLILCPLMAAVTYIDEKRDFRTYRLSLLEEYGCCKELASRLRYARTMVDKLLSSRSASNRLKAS
PI5P4Ka inh: qHTS for Inhibitors of phosphatidylinositol 5-phosphate 4-kinase (PI5P4K); Phosphatidylinositol 5-phosphate 4-kinase type-2 alpha (Homo sapiens), P48426; PI5P4Kalpha enzyme, ADP-Glo luminescence, 60 min; stronger effect = lower value; max response, %; 330,000 compounds, 1.2% hits; active = max response of -50% or lower; inconclusive = between -30% and -50%; inactive = -30% or higher; also: value at the top dose of about 77 µM; % is scaled to controls: 0 for no effect and ±100 for the full control effect
Target sequence (P48426 whole entry, looked up): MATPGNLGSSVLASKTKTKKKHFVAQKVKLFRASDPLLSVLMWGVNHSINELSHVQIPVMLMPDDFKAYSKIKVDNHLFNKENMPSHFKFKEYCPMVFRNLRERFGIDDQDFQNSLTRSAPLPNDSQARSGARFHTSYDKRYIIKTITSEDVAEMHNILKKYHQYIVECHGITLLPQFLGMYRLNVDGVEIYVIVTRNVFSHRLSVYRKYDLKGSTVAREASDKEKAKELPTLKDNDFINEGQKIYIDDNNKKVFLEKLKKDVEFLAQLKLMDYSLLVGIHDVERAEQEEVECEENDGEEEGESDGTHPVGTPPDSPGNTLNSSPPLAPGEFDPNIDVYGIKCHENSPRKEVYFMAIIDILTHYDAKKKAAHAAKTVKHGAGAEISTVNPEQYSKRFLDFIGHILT
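ADP-Glo luminescence end-point after a 60 min room-temperature kinase reaction. PI5P4Kalpha and substrate in HEPES pH 7.4 buffer with EGTA, 0.1% CHAPS and 5% DMSO; ATP at 5 microM final.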
EPAC1 antag: qHTS for Antagonist of cAMP-regulated guanine nucleotide exchange factor 3 (EPAC1): primary screen | EPAC1 GEF assay, Rap1b-BODIPY-GDP exchange fluorescence | AID 720709, 2013 | Potency, µM (titrated, usually from 115 µM), inactives show at the highest dose activity change, negative = inhibition, hits mostly inhibitors | Rap guanine nucleotide exchange factor 3 (Homo sapiens), O95398 | 360,000 compounds, 0.14% hits;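 also: potency is read from the fitted curve at half-maximal effect; plate controls were vehicle for no effect and positive control for full effect; nearly all actives have a fitted effect of over 50% in size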
Mm-Cpn inhibitor: Inhibitors of TCP-1 ring complex (TRiC) of Methanococcus maripaludis (MmCpn): qHTS; Potency, µM (doses to about 76.9 µM), for inactives: at the highest dose activity, negative = inhibition, hits mostly inhibitors; purified Mm-Cpn ATPase, ADP Transcreener TR-FRET; Chaperonin Mm-Cpn (Methanococcus maripaludis); 330,000 compounds, 0.031% hits; also: potency is read from the fitted curve at half-maximal effect; % is scaled to controls: 0 for no effect and ±100 for the full control effect; nearly all actives have a fitted effect of over 80% in size
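TR-FRET (320 nm excitation; 590 and 665 nm emission) reports ADP made from 10 uM ATP by 25 nM enzyme; compounds were preincubated 10 min, reaction run 30 min, both at 37°C.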
EPAC2 antag: qHTS for Antagonist of cAMP-regulated guanine nucleotide exchange factor 2 (EPAC2): primary screen. EPAC2 GEF exchange of Rap1B-BODIPY-GDP, fluorescence. Potency, µM (top dose mostly 114 µM), for the others: at the top dose activity, negative = inhibition, usual class: inhibitors. 360,000 compounds, 0.18% hits. AID 720708, 2013; also: potency is read from the fitted curve at half-maximal effect; % is scaled to controls: 0 for no effect and ±100 for the full control effect; nearly all actives have a fitted effect of over 45% in size; many of its hits are not listed in these tables
CCT modulator: High-Throughput Screening for Modulators of Cytosolic Chaperonin Activity | purified chaperonin ATPase assay, HTRF ADP detection, 30 min | activity change, % (concentration not given with the values), hits read low | 360,000 compounds, 0.3% hits; in the data active = activity change below about -30%; also: % is scaled to controls: 0 for no effect and ±100 for the full control effect
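TRiC at 40 or 20 nM final (batch-dependent) in 30 mM Tris pH 7.4, 100 mM KCl, 5 mM MgCl2, 1 mM DTT, with compound at single 76 uM and 10 uM ATP, 30 min at 37 deg C. ADP detected by HTRF Transcreener, 665/615 ratio.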
WRN helicase inh: qHTS for Inhibitors of WRN Helicase; Bifunctional 3'-5' exonuclease/ATP-dependent helicase WRN (Homo sapiens), Q14191; WRN helicase unwinding, fluorescent forked duplex, kinetic; Potency, µM (highest dose often 114 µM), without a hit: at the highest dose activity change, negative = inhibition, most hits filed as inhibitors; 360,000 compounds, 0.46% hits; also: potency is read from the fitted curve at half-maximal effect; % is scaled to controls: 0 for no effect and ±100 for the full control effect; nearly all actives have a fitted effect of over 55% in size
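Fluorescence dequenching readout, ex 525 nm/em 598 nm, kinetic mode: forked duplex DNA (100 nM final) with adjacent fluorophore and quencher unwound by WRN (20 nM final) with 2 mM ATP. Compound preincubation 15 min, room temperature.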
* hit, by the source's call; ? = inconclusive; . = not tested or not shown; [ ] = another dose, or the depositor's remark. Unless noted, calls follow the shape of the dose curve; as a rule, active = well fitted curve in the direction sought with a large enough effect; inconclusive = small, poorly fitted or top-dose-only effect, or another doubt; inactive = no such curve, though single readings can be large; an effect the other way counts as inactive or inconclusive.

nr	SMILES	EPAC1 ag	PLK1 PBD block	PI5P4Ka inh	EPAC1 antag	Mm-Cpn inhibitor	EPAC2 antag	CCT modulator	WRN helicase inh
1	O=C(Nc1nc(COc2ccccc2)cs1)C1CCC1	7.9%	-0.3%	.	2.4%	0.8%	10.0%	1.0	-15.0%
2	CCc1nnc(NS(=O)(=O)c2ccc(NC(=O)c3ccc(Br)cc3)cc2)s1	-1.4%	0.0%	-2.7	-13.9%	-0.5%	-2.9%	0.7	5.4%
3	Nc1ncnc2c1ncn2[C@@H]1O[C@H](C(=O)N2CCCN(Cc3ccccc3F)CC2)[C@@H](O)[C@H]1O	-8.4%	-0.7%	1.0	-4.9%	.	7.9%	-2.2	-7.2%
4	O=C(NCc1ccncc1)c1csc([C@@H]2O[C@H](CO)[C@@H](O)[C@H]2O)n1	-14.8%	3.3%	1.6	10.1%	.	23.8%	-0.4	4.6%
5	O=S(=O)(c1ccc(Br)cc1)N1CCN(c2ccccc2)CC1	10.7%	-19.3%	-4.2	-7.1%	0.5%	8.4%	-0.6	16.9%
6	Cc1cccc(OCc2nnc(SCC(=O)NC3CCCCC3)n2C)c1	-8.7%	5.5%	-2.6	11.4%	-0.2%	8.0%	0.4	-13.3%
7	CSC[C@H](NC(=O)COc1cc2c(c3oc(=O)c(C)c(C)c13)CCC(C)(C)O2)C(=O)O	-5.7%	-13.9%	9.9	-1.8%	-6.9%	-9.7%	-15.5	-13.2%
8	CC(=O)C1CCC2C3CCC4=CC(=O)CCC4(C)C3(F)C(O)CC12C (stereo not drawn)	-16.5%	7.0%	2.6	-8.4%	.	1.3%	-0.2	0.2%
9	Cc1cc(C)c(C(=O)OCC(=O)NCc2cccs2)c(C)c1	11.6%	-2.0%	9.5	-4.0%	-1.5%	-22.5%	-5.7	-6.4%
10	O=C(NCO)c1cccnc1	-11.3%	5.8%	-3.5	9.2%	.	1.2%	-0.5	10.8%
11	Cc1ccc(S(=O)(=O)N(C)c2ccc(OCC(=O)Nc3nc(-c4ccccc4)cs3)cc2)cc1	12.9%	2.4%	-14.8	9.9%	-1.6%	?	2.0	-14.4%
12	CCOC(=O)c1sc2nc(SCC#N)n(CCCN3CCCC3=O)c(=O)c2c1C	4.1%	-10.4%	.	-0.3%	0.0%	-1.0%	-1.5	6.7%
13	Cc1cc(C)nc(SCNC(=O)c2ccc(F)cc2)n1	5.1%	-16.9%	-12.9	-8.5%	-1.9%	-1.6%	-32.4*	3.2%
14	COc1ccc(C(=O)Nc2nc(C)c(C(=O)N(C)C)s2)cc1OC	9.4%	-7.7%	.	-1.1%	0.9%	-6.2%	-2.1	4.9%
15	O=C(O)c1ccc(CNCc2cccc(Oc3ccccc3)c2)cc1	1.6%	-13.8%	0.4	-8.6%	1.0%	5.0%	-1.2	2.2%
16	Cc1cn([C@H]2C[C@H](O)[C@@H](/C=C/C(=O)NCCc3ccc4ccccc4c3)O2)c(=O)[nH]c1=O	-23.4%	-0.2%	-7.0	-1.8%	.	2.9%	-0.3	-5.2%
17	CCC(=O)N1CCc2cc(S(=O)(=O)NCCCN(CC)Cc3ccccc3)ccc21	1.9%	-9.0%	0.1	-4.2%	0.6%	11.9%	3.2	-6.1%
18	Clc1ccc(-c2csc3ncnc(NCCN4CCOCC4)c23)cc1	12.9%	-1.7%	1.4	-8.2%	-0.6%	-3.4%	0.7	-6.7%
19	Cc1ccc(S(=O)(=O)NCC(=O)OCC(=O)N(C)C2CCCCC2)cc1	-5.8%	0.8%	-7.7	9.4%	-0.5%	0.9%	-10.8	8.5%
20	O=S(=O)(c1cccc2cccnc12)n1cnc2ccccc21	-1.2%	-1.4%	-9.9	2.9%	-2.2%	6.0%	-3.7	-18.8%[57.1 µM]
21	CCOc1cc(C2NC(=O)NC(O)(C(F)(F)F)C2C(=O)c2ccc(OC)cc2)ccc1O (stereo not drawn)	4.8%	5.0%	-8.8	6.2%	-20.9%	1.4%[57.1 µM]	1.6	8.4%
22	O=C(NCCCCc1ccccc1)c1cccc(NC(=O)c2ccccc2)c1	5.6%	2.7%	1.3	-0.2%	.	-5.6%	-1.2	-9.9%
23	Cc1ccc(N2CC(C(=O)Nc3c4c(nn3C(C)(C)C)CS(=O)(=O)C4)CC2=O)cc1 (stereo not drawn)	2.8%	-24.9%	2.1	21.4%	2.4%	-8.9%	-2.4	5.0%
24	C[C@@H]1CN([C@@H](C)CO)C(=O)CCCn2nncc2CO[C@@H]1CN(C)C(=O)c1ccccc1	1.5%	-3.1%	6.9	4.2%	.	7.5%	-0.1	-5.8%
25	COc1ccc(NC(=O)CCCCCn2nnc3ccccc3c2=O)cc1	-10.5%	-14.1%	1.0	-18.5%	-1.8%	3.0%	4.4	8.4%
26	Cc1nc(NC(=O)C23CCC(C)(C(=O)O2)C3(C)C)sc1C (stereo not drawn)	4.0%	-9.6%	-1.4	6.6%	-1.0%	6.7%	0.6	-2.6%
27	CCN(CC)C(=O)Nc1c(C)n(C)n(-c2ccccc2)c1=O	0.3%	1.4%	-4.9	4.2%	1.7%	11.7%	-2.6	8.4%
28	O=C(CCl)N1CCN(S(=O)(=O)c2ccc3c(c2)OCCCO3)CC1	-4.2%	-3.3%	2.8	6.3%	2.2%	12.1%	-1.4	-13.3%
29	COc1cccc(N2CCN(c3ncnc4c3cnn4-c3ccc(C)cc3C)CC2)c1	1.4%	4.7%	1.7	-3.5%	-3.7%	7.2%	-0.8	-3.8%
30	S=c1[nH]nc(-c2ccncc2)n1CC1CCCO1 (stereo not drawn)	7.8%	-9.7%	3.2	4.5%	1.7%	18.9%	2.5	-8.2%
31	FC(F)(F)C1CC(c2cccs2)Nc2ncnn21 (stereo not drawn)	0.1%	?	8.2	-4.0%	0.1%	-12.4%	-1.9	6.9%
32	Cc1ccc(N(C(C)C(=O)N2CCC(C)CC2)S(C)(=O)=O)cc1C (stereo not drawn)	5.0%	-11.2%	.	3.1%	0.1%	-1.5%	1.0	-1.6%
33	CCN(CC)CC(=O)c1c[nH]c2ccc(C)cc12	12.2%	-22.6%	1.3	-4.0%	0.7%	1.6%	-3.5	6.7%
34	CCc1nc2c(OCCOc3ccccc3)cccn2c1N(C)C(=O)C1CC1	4.6%	-11.3%	-2.0	14.8%	.	8.2%	-0.9	-5.6%
35	CC1CCCC(NC(=O)COC(=O)CN2C(=O)C3CCCCC3C2=O)C1C (stereo not drawn)	-11.4%	0.2%	2.5	-3.1%	-1.0%	-3.1%	-0.3	-4.8%
36	Cn1c(=O)n(C)c2cc(NS(=O)(=O)c3ccc(Cl)s3)ccc21	6.4%	-16.4%	-0.3	4.5%	0.3%	3.6%	-2.0	4.5%
37	Cc1ccccc1NC(=O)Cn1c(CCC(=O)O)ccc1-c1cccs1	6.3%	-7.1%	7.1	-8.0%	-0.4%	8.0%	0.7	-2.2%
38	COC(=O)c1nn(-c2ccccc2)c(=O)cc1Oc1ccccc1	5.7%	-9.6%	10.0	-8.1%	0.7%	-1.0%[57.1 µM]	-2.4	9.0%
39	Cc1ccc(NC(=O)CSCC(=O)N2CCN(C(=O)c3ccco3)CC2)cc1	12.5%	0.1%	7.8	4.4%	1.7%	1.1%	0.9	1.1%
40	Cc1cccc(CCNC(=O)C2CCN(S(=O)(=O)c3cccc4cccnc34)CC2)c1	14.3%	-1.3%	7.9	8.8%	-5.1%	1.2%	-1.8	-1.2%
41	Cc1ccnc(NS(=O)(=O)c2ccc(NC(=O)CC(C)c3ccccc3)cc2)n1 (stereo not drawn)	2.2%	-7.0%	0.0	7.9%	-0.4%	4.7%	0.8	0.1%
42	COC(=O)CCCCCc1ccc(C(C)=O)s1	3.4%	-3.4%	-2.1	13.8%	1.0%	2.2%	-3.3	5.0%
43	Cc1noc(C)c1CSCC(=O)OCc1nc2ccccc2c(=O)n1CC#N	-2.7%	-4.1%	.	6.4%	?	8.1%	-0.7	1.1%
44	CN1C(=O)CSc2ccc(NC(=O)N3CCN(c4ccccc4)CC3)cc21	3.5%	-5.3%	1.6	-13.1%	-1.5%	2.4%	-2.5	-4.1%
45	O=C(Nc1ccccc1C(=O)N1CCCCCC1)c1ccc(Cl)cc1	-5.4%	-7.2%	4.0	3.8%	-1.9%	-1.8%	0.8	3.0%
46	COc1ccc(N2C(=O)c3ccccc3NC2c2ccc(OC)c(CSc3ccccn3)c2)cc1 (stereo not drawn)	-0.7%	-11.2%	.	4.3%	?	-4.4%	-4.4	-1.8%
47	CC1(C(=O)NCc2cccc(C(F)(F)F)c2)CCN1CCc1ccccc1 (stereo not drawn)	-20.7%	3.2%	21.2	-16.6%	.	?	2.0	-2.7%[57.1 µM]
48	Cc1ccc(C)c(OCC(=O)N2CCN(c3ncccn3)CC2)c1	15.2%	-2.8%	0.3	-2.1%	0.0%	-0.5%	-7.1	1.8%
49	CCc1ccc(S(=O)(=O)NCc2csc(-c3ccccc3)n2)s1	8.8%	3.7%	9.8	2.7%	-5.7%	0.0%	-7.6	-7.0%
50	CC(=O)Cc1nsc(NC(=O)c2cccc(F)c2)n1	4.2%	-17.0%	0.2	-0.9%	-0.5%	11.8%[57.1 µM]	-0.1	1.9%
51	CCOc1ccc(CCNC(=O)COC(=O)c2ccc(OC(C)C)cc2)cc1OCC	-8.6%	-1.0%	7.0	-29.1%	-0.3%	?	0.8	-5.1%

Complete entries, looked up by structure. Screens in order: EPAC1 ag, PLK1 PBD block, PI5P4Ka inh, EPAC1 antag, Mm-Cpn inhibitor, EPAC2 antag, CCT modulator, WRN helicase inh
CN1C(=O)CSc2ccc(NC(=O)N3CCN(c4ccccc4)CC3)cc21 across the screens: 3.5%, -5.3%, 1.6, -13.1%, -1.5%, 2.4%, -2.5, -4.1%
Cc1cccc(CCNC(=O)C2CCN(S(=O)(=O)c3cccc4cccnc34)CC2)c1 across the screens: 14.3%, -1.3%, 7.9, 8.8%, -5.1%, 1.2%, -1.8, -1.2%

Some of the compounds tested. The share of hits here may be higher or lower than overall.
